# Platelet DG rel: modulates dense granule release in human platelets; human platelet-rich plasma, SFLLRN dense granule ATP release, luminescence; inhibition, %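 (compounds screened at 7.5 µM in platelet-rich plasma)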; 300,000 compounds, 0.22% hits;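 active = mean replicate score, as percent of positive control, at or above 50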
# HSF1 activator: increases HSF-1 driven luciferase reporter signal; NIH3T3-HGL HSF-1 luciferase reporter, MG132, 8 h; 100% = twice DMSO control signal; activation, % at 9 µM; 300,000 compounds, 1.7% hits;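 active = mean replicate activation of at least 50% with a set share of replicates each reaching 50%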;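 also: 0% = median of the neutral control wells and 100% = twice that signal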
# HIF activator: HIF pathway transcriptional activation | AID 1910 | activation, % at 7.5 µM (by protocol) | 300,000 compounds, 0.32% hits | U2OS HRE-luciferase reporter, luminescence; normalized: DMSO 0%, desferrioxamine 100%;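 active = mean activation of at least 10% of the iron chelator positive control signal, with at least half of replicates also reaching 10%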
# IEC-6 cytotox: kills IEC-6 intestinal cells in KLF5 counter-screen; IEC-6 cytotoxicity, luminescence viability; inhibition, % at 5 µM; 290,000 compounds, 0.78% hits; in the data active = inhibition above about 22%;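 also: 0% = plate median of test compound wells and 100% = cytotoxic reference compound wells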
# aSyn UTR inh: MLPCN primary screen, SNCA 5' untranslated region | alpha-synuclein 5'UTR reporter, inhibitor activity | inhibition, % (tested at 7.5 µM) | 300,000 compounds, 0.82% hits; in the data active = inhibition above about 60%;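 also: H4 neuroglioblastoma cells stably carrying SNCA 5'UTR luciferase fusion; 0% = DMSO wells and 100% = positive control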
# AI-2 QS modul: modulates the Vibrio harveyi AI-2 quorum sensing system. 300,000 compounds, 0.4% hits. AID 2094. activity change, % at 7.5 µM. Vibrio harveyi JMH597 AI-2 luminescence/OD600 ratio, 9 h; stronger effect = lower value; strain lacks LuxN and CqsS sensors; 0 = neutral-control median; in the data active = activity change below about -75%, passing the limit was not always enough;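 also: luminescence divided by OD600 gain over 9 h not by final OD600 alone; inactives centre near 13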
# KLF5 inhibitor: suppresses KLF5 promoter-driven expression; inhibition, % at 5 µM; DLD-1 KLF5 promoter-luciferase reporter, luminescence; 290,000 compounds, 0.23% hits; AID 1700;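 active = inhibition above a per-plate limit of that plate's mean compound inhibition plus 3 SD, cut at about 60% in these data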;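 also: 0% = DMSO wells and 100% = LY294002 at 200 µM; higher means less KLF5 promoter-driven luciferase light; inactives centre near -14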
# SKKanGAS inh: inhibitors of SKKanGAS S. pyogenes growth in kanamycin (SK-promoter or general growth effect); BacTiter-Glo, 6 h; inhibition, % at 7.5 µM; 300,000 compounds, 1.3% hits;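 active = mean replicate score, as percent of positive control median, at least 50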;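 also: strain carries kanamycin resistance gene driven by streptokinase promoter and grows in 40 µg/ml kanamycin; loss of luminescence reflects streptokinase promoter inhibition or plain growth inhibition; 0% = median of DMSO wells and 100% = positive control at its reference dose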
# HSF1 inh: HSF1 inhibition; NIH3T3-HGL HSE-luciferase, MG132-induced, luminescence 8 h; stronger effect = lower value; activity change, negative = inhibition, % at 7.5 µM (by protocol); 300,000 compounds, 0.77% hits;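 active = more than half of replicate wells show activity change below -50%, luminescence cut by over half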;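 also: luciferase reports HSF-1 transcriptional activity via heat shock element; 0% = median of DMSO wells and -100% = zero luminescence signal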
# HSP90 refold inh: HSP90 refolding inhibition in rabbit reticulocyte lysate; luciferase refolding luminescence, 3 h; inhibition, % at 5.6 µM; 290,000 compounds, 0.91% hits;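 active = inhibition above the screen-wide mean plus 3 SD, computed separately per campaign, cut at about 16% in these data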;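 also: 0% = DMSO wells and 100% = 60 µM geldanamycin wells; inhibitors lower the luminescence because luciferase stays unfolded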
# An asterisk follows results filed as active; x = not tested or not shown. No enrichment for hits; overall some 6% were active at least once.
SMILES,Platelet DG rel,HSF1 activator,HIF activator,IEC-6 cytotox,aSyn UTR inh,AI-2 QS modul,KLF5 inhibitor,SKKanGAS inh,HSF1 inh,HSP90 refold inh
O=C(NCc1cccs1)C(Cc1ccccc1)NS(=O)(=O)c1cccs1 (stereo not given),1.0,12.9,0.1,3.4,-21.2,21.5,-10.7,-0.3,7.0,-0.2
Cc1nc(CCNC(=O)C2CCC(=O)N(Cc3ccc(Cl)cc3)C2)sc1C (stereo not given),-3.0,1.3,-1.4,-3.7,-7.8,6.7,-21.1,-2.8,4.5,-3.8
COc1ccc(NC(=O)[C@H](C)NC(=O)C2CCN(S(=O)(=O)c3ccc(C)cc3)CC2)cc1,2.4,5.6,0.5,0.9,8.3,18.3,-30.7,0.5,-2.1,-3.5
CC1CCCCC1NC(=O)CCCCCn1c(=S)[nH]c2ccsc2c1=O (stereo not given),-2.5,10.3,-0.1,-1.6,-11.5,23.0,-15.2,7.8,5.2,-2.1
COc1cccc(NC(=O)c2ccc(-n3cnnn3)cc2)c1,3.0,37.5,1.4,5.7,-49.5,20.1,-54.1,-4.1,5.4,-0.8
Cc1ccc(C(C(=O)NC(C)(C)C)N(C(=O)c2csnn2)c2ccccc2F)o1 (stereo not given),11.2,7.5,-0.2,-2.2,22.8,24.0,-24.4,-1.1,-5.0,1.3
Cc1cc(C)n2ncc(C(=O)Nc3cccc(O)c3)c2n1,0.4,-4.9,-0.4,-0.6,-20.9,19.3,-7.8,-5.2,1.5,-3.6
N/C(=N\S(=O)(=O)c1cc(C(F)(F)F)cc(C(F)(F)F)c1)c1ccncc1,-5.4,-11.1,-0.3,3.6,4.6,4.5,-24.4,-12.2,-2.7,2.7
OCCNc1nc(Nc2ccccc2)nc(Nc2ccccc2)n1,8.6,-2.3,-0.4,4.6,-13.3,21.3,3.0,-1.2,1.3,5.1
COc1ccc(Nc2nc(N)nc(CSc3nc(C)cc(C)n3)n2)cc1,11.5,-91.6,-1.1,9.8,55.2,8.1,-25.3,x,-88.8*,3.8
CCCCOC(=O)C1C2C=C[C@]3(CN(C(C)c4ccc(OC)cc4)C(=O)[C@H]13)O2 (stereo not given in full),-3.5,23.1,0.0,2.2,-11.2,11.2,-20.1,-2.8,2.5,-4.8
Cc1nc2ccccc2c(=O)n1/N=C/c1ccc2ccccc2c1O,-3.7,9.7,10.8*,0.5,34.2,8.6,-22.6,54.9*,1.3,-3.2
CCn1ccc(C(=O)NC2CCCC2)n1,-6.4,2.6,-0.5,-4.8,1.3,15.2,-45.6,13.3,-0.3,-2.0
COc1cccc(/C=N/NC(=O)CN(CCc2ccccc2)S(=O)(=O)c2ccc(NC(C)=O)cc2)c1,-4.5,-11.3,2.3,-11.3,2.2,16.9,9.9,17.0,-5.5,-2.6
Cc1cc(NC(=O)CSc2nnc(-c3ccccc3)o2)no1,-7.4,12.3,0.9,29.1*,-54.1,21.8,-50.0,-6.0,2.8,-2.1
CC(=O)NS(=O)(=O)c1ccc(N=c2ssc3c2-c2cc(C)c(C)cc2NC3(C)C)cc1,-9.8,3.0,0.1,-6.9,2.3,14.7,-24.7,39.1,-1.0,-0.3
O=C1S/C(=C/c2ccccc2F)C(=O)N1CCN=C1NS(=O)(=O)c2ccccc21,-3.0,10.4,0.6,-1.7,0.9,14.9,-12.7,-7.9,14.1,5.0
CCCCC(=O)N=c1sc2c(OC)ccc(OC)c2n1C,1.4,-16.4,-1.7,1.3,-3.2,14.4,-11.4,-3.4,-2.7,0.4
COc1ccc(OC)c(C(c2nnnn2Cc2ccccc2)N2CCN(C)CC2)c1 (stereo not given),-0.6,-4.9,-0.5,0.0,-11.0,19.5,-6.6,-3.7,-3.7,2.2
CCOc1ccc(S(=O)(=O)NCCC(=O)NCCOc2ccccc2)cc1,8.2,2.7,-0.1,x,7.6,-1.8,x,-1.5,13.2,x
COC(=O)c1ccc(CSc2nc3ccc(S(N)(=O)=O)cc3[nH]2)cc1,1.1,18.0,-0.3,7.1,8.3,27.7,4.8,-2.6,1.8,-1.9
O=S(=O)(c1ccc(-c2ccon2)s1)N1CCOCC1,-0.6,-6.5,-0.5,-0.7,-0.7,25.5,-14.9,-3.6,-3.7,-1.6
COC(=O)C1CCN(C(=O)COC(=O)Cc2c[nH]c3ccccc23)CC1,-4.0,0.8,-0.9,-0.5,43.5,22.4,-6.1,-17.9,-9.3,-1.6
O=C(CN1C(=O)NC2(CCCC2)C1=O)OCc1ccc(Br)cc1,-1.0,9.2,-0.8,x,1.1,15.0,x,-2.6,6.7,x
Cc1ccc(-c2nc(S(=O)(=O)c3ccc(F)cc3)c(SCC(=O)NCC3CCCO3)o2)cc1 (stereo not given),-0.1,0.3,-1.7,4.9,3.5,20.4,-26.5,-9.5,9.4,1.8
CC(=O)c1ccc(-c2nnc(CCC(=O)N(C)Cc3cnc4ccccn34)o2)s1,4.9,6.3,-0.6,-8.0,0.6,23.4,-17.9,1.6,-2.2,-6.9
CCOc1ccc(C2Oc3nc(SC)nnc3-c3ccccc3N2C(C)=O)cc1OC (stereo not given),0.7,-0.3,0.2,0.4,16.2,18.7,-16.6,-9.3,-0.2,-5.7
Cc1c(OCc2nn[nH]n2)ccc2c3c(c(=O)oc12)CCC(C)C3 (stereo not given),-3.0,-3.6,-0.2,2.7,15.7,35.0,-18.9,0.8,-6.5,0.0
NC(=O)C1(N2CCCCC2)CCN(C(=O)c2ccc(-n3cnnn3)cc2)CC1,0.6,14.8,-1.1,2.1,16.9,34.2,-12.6,0.6,3.3,7.2
CN(C)c1ccc(CN(C(=O)c2cccs2)C2CCS(=O)(=O)C2)cc1 (stereo not given),-37.1,7.9,0.2,-0.2,19.4,2.0,-9.6,-3.1,-4.7,-4.0
CC1(C)NS(=O)(=O)Oc2ccccc21,0.3,1.9,-0.3,-6.5,7.4,-10.2,-26.2,1.0,-9.1,-7.5
C=CCn1c(SCC(=O)c2ccc(CNC(C)=O)o2)nc2ccccc2c1=O,8.0,7.2,0.1,-0.5,-22.7,24.7,1.2,4.4,-7.9,-0.6
COc1cc(OC)nc(NC(=O)NS(=O)(=O)c2ccccc2Cl)n1,-2.3,13.3,-0.3,0.2,4.4,16.7,-15.7,-2.8,-6.7,-1.5
O=C(Cn1cnc2ccccc2c1=O)c1ccc2ccccc2c1,2.8,24.6,1.4,1.8,-140.2,-37.2,-114.2,-4.1,19.4,7.4
N#CC(C(=O)NCCc1ccccc1)c1nc2ccccc2nc1N1CCCCC1 (stereo not given),-1.1,-1.0,-0.2,-2.1,31.0,18.8,-17.9,2.2,-8.1,0.7
CN1C(=O)c2oc3ccccc3c(=O)c2C1c1ccccn1 (stereo not given),5.3,5.5,0.0,2.3,5.6,-7.2,8.6,2.7,-9.3,6.0
Cc1nc(S/C(C(=O)O)=C2/C(=O)Nc3ccccc32)n[nH]1,61.2*,-6.0,-0.2,1.2,3.6,26.1,-14.6,-13.1,-2.0,-0.4
COC(=O)C1=C(C)N(c2ccc(OC)c(OC)c2)C(=O)C1,-6.3,44.3,x,-8.2,-24.8,0.4,-15.9,-19.0,7.5,4.7
C[C@@H]1CN(Cc2nc(Cc3ccccc3F)no2)C[C@H](C)O1,7.8,-2.9,0.5,2.5,-22.3,12.9,-5.2,-3.6,-4.3,5.3
Cn1cc(C(=O)NC2CCCCCCC2)c(=O)c2cc(S(=O)(=O)N3CCCC3)ccc21,-1.6,-6.7,-0.5,-5.7,34.1,2.1,-18.0,0.2,-1.2,-2.6
CCCn1c(N)c(Br)c(=O)[nH]c1=O,3.1,-3.4,-0.7,-3.7,3.9,4.1,-29.2,-2.2,-7.3,0.9
[O-]C1=N/[N+](=C/c2ccccc2Cl)CC1,13.9,-51.2,-0.1,0.1,6.3,29.6,-14.4,7.7,-33.6,8.6
CC(=O)Nc1sc2c(c1CN1CCN(C)CC1)CCCC2,0.5,2.2,1.9,1.8,7.1,1.2,-19.9,-1.4,-2.4,-1.4
Cc1cc(C)n(-c2ccc(C(=O)OCC(=O)Nc3ccc([N+](=O)[O-])cc3)cc2)n1,-10.7,-24.9,-1.0,3.2,3.1,14.4,14.0,-0.5,-11.4,5.3
CC(=O)N1c2ccc(S(=O)(=O)NCC3CCC(C(=O)Nc4ncccc4C)CC3)cc2CC1C (stereo not given),2.0,-30.1,1.3,-4.5,33.8,4.3,-37.6,23.1,-7.2,-2.7
Cc1cc(CNC(=O)COc2c(F)c(F)cc(F)c2F)c2ccccc2n1,1.3,7.1,0.2,2.9,-10.2,29.4,0.2,1.7,-6.4,2.6
COc1ccc(CCN=C(N)NS(=O)(=O)c2cc(F)ccc2F)cc1,-1.9,-13.1,-0.4,3.9,-18.3,-8.4,-20.7,0.1,6.8,-0.3
COCCNC(=O)c1cccc(OC2CCN(Cc3ccc(F)cc3OC)CC2)c1,0.8,-4.3,0.6,-7.9,2.5,14.5,-22.8,-2.4,-1.6,0.0
O=S(=O)(c1cccc(-c2csc(N/N=C/c3ccco3)n2)c1)N1CCOCC1,-3.3,-0.2,-2.9,-1.5,7.0,26.5,-15.8,4.0,6.9,2.3
CCc1ccccc1NC(=O)CN(C)Cc1nc(N)nc(Nc2ccccc2C)n1,1.0,-2.0,-0.4,-8.3,4.4,12.5,-8.3,7.2,3.3,-3.4
COc1ccc(S(=O)(=O)N(CC(=O)NCc2ccco2)c2ccc(C)cc2)cc1OC,1.4,33.8,-16.7,-2.5,4.8,x,-9.0,-12.3,-0.7,-4.0
O=C(Nc1nc(-c2ccc(Cl)cc2Cl)cs1)c1ccc(OCC2CCCO2)cc1 (stereo not given),-11.2,8.8,0.2,-4.5,-3.6,15.8,-4.8,7.5,-3.8,-1.3
O=C(COc1ccccc1Cl)NCCCNC(=O)c1cccnc1,13.2,-3.8,0.0,-4.0,32.9,7.2,-7.4,1.6,-1.2,-0.4
COC(=O)N/N=C/c1ccccc1OCc1ccccc1,16.0,-0.6,0.0,-4.7,-0.6,1.6,-24.6,5.1,-9.5,-4.7
Cc1nc(NC(=O)C2CC2)sc1C(=O)Nc1cccc(Cl)c1,6.1,11.7,-1.6,3.9,-7.5,5.8,-59.6,-4.2,3.6,1.4
O=C(NCCc1ccccc1)C1CC(=O)N(C2CCCCC2)C1 (stereo not given),0.7,-6.5,0.3,3.7,6.9,5.8,-15.2,24.3,-6.7,-0.2
CN1CCN(S(=O)(=O)c2ccccc2)CC1,0.2,-0.8,-1.3,-4.2,-6.5,12.9,-14.4,-6.0,-11.9,2.6
Cc1cccc(C)c1-n1nnnc1SCSc1nnnn1-c1c(C)cccc1C,9.3,15.8,-2.2,-8.0,34.3,17.3,-13.2,1.8,4.1,-0.6
COc1cccc(-c2cc(C(F)(F)F)nc(-n3cncn3)n2)c1,1.0,-4.5,0.6,-2.3,14.1,1.8,-39.3,-2.0,0.2,-0.7
O=C(CCNC(=O)OCc1ccccc1)NC1CCCCC1,0.5,9.0,0.3,2.5,-3.2,17.6,13.1,-8.8,-4.7,2.4
